# Pol kappa inh: blocks human DNA polymerase kappa activity | Potency, µM (highest dose often 107 µM), for the others: at the top dose activity, negative = inhibition, hits mostly inhibitors | purified Pol kappa, fluorescent DNA synthesis assay, 10 min | Q9UBT6 | actives 0.53% (n = 400,000) | AID 588579; also: potency is read from the fitted curve at half-maximal effect; % is scaled to controls: 0 for no effect and ±100 for the full control effect
#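 Readout: fluorescence, taken kinetically at 0 and 10 min. Conditions: 10 nM Pol kappa, 15 min RT compound preincubation, 50 nM substrate final. Controls: enzyme-free buffer wells.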
# Pol beta inh: inhibitors of human DNA polymerase beta. P06746. Pol beta primer extension/strand displacement, fluorescence kinetic. Potency, µM (series often up to 114 µM), for inactives: top-dose activity change, negative = inhibition, usual class: inhibitors. actives 1.3% (n = 340,000). AID 485314; also: potency is read from the fitted curve at half-maximal effect; % is scaled to controls: 0 for no effect and ±100 for the full control effect
#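 Human Pol beta at 10 nM; strand-displacement substrate 50 nM final. Compound exposure 15 min at room temperature before start, reaction 10 min at room temperature.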
# LDHA inh: blocks human lactate dehydrogenase A | purified LDHA, NADH/diaphorase-resazurin fluorescence; hits give low values | P00338 | actives 0.15% (n = 480,000) | activity change, % (values are at about 110 or 230 µM); in the data active = activity change below about -30%; inconclusive = mostly about -25% to -30%;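 also: plate controls were DMSO wells for no effect and wells without enzyme for full effect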
#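 LDH5 2 nM; NADH 0.06 mM, pyruvate 0.2 mM; 200 mM Tris pH 7.4, EDTA, Tween-20; 5 min RT. Detection: diaphorase 0.133 mg/mL + resazurin 37 µM, fluorescence ex540/em590 at 0 and 20 min; normalized to enzyme-free and DMSO wells.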
# BLM helicase inh: Bloom syndrome helicase (human) inhibition; actives 0.2% (n = 350,000); Potency, µM (series often up to 56.1 µM), inactives show at the highest dose activity change, negative = inhibition, hits mostly inhibitors; AID 2528; recombinant BLM DNA unwinding, fluorescence dequenching;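 also: potency is read from the fitted curve at half-maximal effect; plate controls were vehicle for no effect and no enzyme for full effect; nearly all actives have a fitted effect of over 35% in size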
# Pol iota inh: DNA polymerase iota (human) inhibition | Q9UNA4 | Pol iota fluorescent replication assay, 10 min | Potency, µM (doses to about 115 µM), for inactives: top-dose activity, negative = inhibition, most hits filed as inhibitors | actives 1% (n = 390,000) | AID 588590; also: potency is read from the fitted curve at half-maximal effect
#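 Pol iota at 10 nM preincubated 15 min with compounds at room temperature; reaction started with fluorescent substrate, 50 nM final. Fluorescence read kinetically at 0 and 10 min; buffer-only wells as negative control.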
# GRP78 ERSR act: inducers of ER stress response in human glioma cells. U87-MG GRP78 promoter luciferase reporter, 16 h. actives 0.02% (n = 420,000). Potency, µM, for inactives: at the top dose activation, hits mostly activators. AID 602332; also: potency is read from the fitted curve at half-maximal effect; series mostly up to about 76 µM; % of control where 0% means no effect; nearly all actives have a fitted effect of over 35% in size
#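 Stably transfected U87-MG glioma cells carrying a GRP78-based luciferase sensor; 16 h compound incubation. Luminescence end-point read 10 min after Bright-Glo addition at room temperature.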
# Apoferritin bind: binds horse apoferritin like a general anesthetic | actives 0.074% (n = 350,000) | Potency, µM (doses to about 77.5 µM), for the others: at the top dose activity change, negative = displacement, hits mostly inhibitors | P02791 | AID 485281 | apoferritin/1-aminoanthracene competitive binding, fluorescence; also: potency is read from the fitted curve at half-maximal effect; % is scaled to controls: 0 for no effect and ±100 for the full control effect; nearly all actives have a fitted effect of over 20% in size
# Target sequence (P02791 2-175 limits assumed): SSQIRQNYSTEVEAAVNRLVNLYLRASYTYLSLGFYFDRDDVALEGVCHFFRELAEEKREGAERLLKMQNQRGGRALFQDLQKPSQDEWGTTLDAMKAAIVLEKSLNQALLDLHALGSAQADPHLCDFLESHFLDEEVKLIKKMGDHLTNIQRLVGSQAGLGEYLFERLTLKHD
#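 Apoferritin-based anesthetic binding model; compound displacement of fluorescent 1-AMA measured as endpoint fluorescence after 10 minutes at room temperature, scaled to free-ligand and complex controls.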
# APEX1 inh: inhibitors of human APE1 endonuclease; recombinant APE1, TAMRA/BHQ-2 abasic DNA cleavage fluorescence; actives 0.35% (n = 350,000); AID 2517; Potency, µM (highest dose often 65.8 µM), for inactives: at the top dose activity change, negative = inhibition, hits mostly inhibitors; P27695;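 also: potency is read from the fitted curve at half-maximal effect; plate controls were vehicle for no effect and reference inhibitor for full effect; nearly all actives have a fitted effect of over 55% in size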
# Target sequence (P27695 whole entry, looked up): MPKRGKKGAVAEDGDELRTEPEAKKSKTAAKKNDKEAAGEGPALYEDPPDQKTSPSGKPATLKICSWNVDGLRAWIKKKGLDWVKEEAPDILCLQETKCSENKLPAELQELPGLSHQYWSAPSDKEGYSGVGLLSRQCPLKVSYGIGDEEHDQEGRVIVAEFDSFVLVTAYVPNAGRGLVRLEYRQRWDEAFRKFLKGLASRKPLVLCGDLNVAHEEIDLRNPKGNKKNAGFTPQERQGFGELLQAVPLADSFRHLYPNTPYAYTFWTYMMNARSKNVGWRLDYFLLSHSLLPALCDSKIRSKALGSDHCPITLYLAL
#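 Quantitative HTS: incision of a TAMRA/BHQ-2 double-stranded substrate bearing a tetrahydrofuran abasic site by 0.75 nM APE1 raises fluorescence. Substrate 50 nM final, added after 15 min compound preincubation at room temperature; progress as third-minus-first kinetic read difference.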
# Pol eta inh: blocks human DNA polymerase eta activity; AID 588591; actives 1.2% (n = 390,000); recombinant Pol eta, fluorescent DNA replication assay; Q9Y253; Potency, µM (top dose mostly 114 µM), inactives show at the top dose activity change, negative = inhibition, most hits filed as inhibitors; also: potency is read from the fitted curve at half-maximal effect; % is scaled to controls: 0 for no effect and ±100 for the full control effect
#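 Fluorescent replication assay: 50 nM final substrate added after a 15 min room-temperature compound preincubation with 10 nM enzyme. Signal taken at 0 min and again at 10 min.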
# An asterisk follows results filed as active; ? = inconclusive; · = not tested or not shown; & = joins results of further samples; [ ] = dose if it differs, or a comment. Unless noted, calls follow the shape of the dose curve; as a rule, active = well fitted curve in the direction sought with a large enough effect; inconclusive = small, poorly fitted or top-dose-only effect, or another doubt; inactive = no such curve, though single readings can be large; an effect the other way counts as inactive or inconclusive. A portion of the library; count on the stated rates, not on these rows.
SMILES,Pol kappa inh,Pol beta inh,LDHA inh,BLM helicase inh,Pol iota inh,GRP78 ERSR act,Apoferritin bind,APEX1 inh,Pol eta inh
COc1cc(C(C)=O)ccc1OC(=O)c1cc2cccc(OC)c2oc1=O,8%,-9%,-1,-3%,11%,-2%,-8%,1%,?
COc1cccc(-c2nc(=S)c3c(o2)CCCC3)c1,2%,1%,1,-2%,?,0%,-20%,7%,-17%
FC(F)(F)c1cc(-c2ccccc2)nc(N2CCCCC2)n1,4%,2%,-3,-1%,9%,-3%,-10%,-2%,2%
CCC(C)/C(C)=N/NC(=O)C1COc2ccccc2O1 (stereo unspecified),-8%,-2%,-14,-1%,29%,-6%,-5%,0%,-21%
CCCC(=O)Nc1nn(C)c2nc3c(C)cccc3cc12,-2%,5%,-3,1%,5%,-4%,-1%,-2%,-1%
COc1cccc(NC(=O)CSc2nc(=O)n(Cc3cccnc3)c3c2CCC3)c1,-4%[60.1 µM],0%,0,2%,28%,-1%,-5%,·,-18%
Cc1cccc(CNc2ncnc3ccc(-c4ccc5c(c4)OCO5)cc23)c1,?,·,-5,-14%,-12%,-3%&-3%,-12%,-1%&14%&-7%,-8%
O=C(CN(C(=O)CNC(=O)c1cccs1)c1ccccc1)NC1CCCCC1,0%,1%,-8,2%,133%[activator],0%,-3%,-16%[12.4 µM],-21%
COc1ccc(-c2cc(C(F)(F)F)nc(SCCC(=O)Nc3ccc(F)cc3F)n2)cc1,-17%,-11%,-3,0%,-1%,-1%,-6%,·,-6%
O=C(NC1CCCCC1)C1CC=CCC1C(=O)OCC(Cl)=C(Cl)Cl (stereo unspecified),-18%,19%,-3,-2%,-8%,0%,?,-2%,-11%
Cc1ccccc1NC(=O)C(C)SCc1ccccc1 (stereo unspecified),1%,11%,0,-4%,40%[activator],-1%,-8%,31%,-9%
Cc1nc(Cl)c(C#N)cc1-c1ccccc1,-5%,15%,-6,0%,14%,-3%,?,0%,-10%
COc1ccc(OC)c(NC(=O)C2CCCN2S(=O)(=O)c2cccc3nsnc23)c1 (stereo unspecified),-7%,12%,-14,-2%,14%,-3%,-14%,16%,7%
Cc1ccc(CNc2cccnc2)cc1,-2%,42%,-2,-1%,14%,-4%,?,-3%,1%
O=c1ccnc2n1COCS2,3%,-19%,-8,0%,53%[activator],-3%,-5%,-1%,-4%
Cc1cccc(NC(=S)N2CCC(c3nc4ccccc4s3)CC2)c1,-10%,1%,-11,-8%,23%,0%,6%,-11%,-13%
CCc1ccc(/C=C2/SC(=S)N(CCC(=O)Nc3cccc(C(=O)O)c3)C2=O)cc1,-2%,?,-1,-5%,-27%,-9%,-1%,?,-10%
O=C(NCCSc1ccccc1)c1cncc(Br)c1,2%,6%,0,1%,0%,-6%,-6%,-5%,-10%
COc1ccc(/C=N/Nc2cc(N(C)C)nc(N(C)C)n2)cc1,-13%,2%,28,-26%,24%,2%,-10%,-2%,?
O=C(NCc1ccccc1)c1onc(CS(=O)(=O)c2ccccn2)c1C(=O)NCc1ccccc1,10%,·,-1,·,42%[activator],-4%,·,44%[activator],-11%
O=S(=O)(c1ccccc1)N1CCC2(CCCN(c3ccccn3)C2)CC1,-12%[60.1 µM],·,·,-2%,·,-4%,·,0%,·
Cc1ccc(C(=O)Cn2c(=N)n(CCN3CCOCC3)c3ccccc32)cc1,-2%,·,-2,·,-11%,-4%,·,17%,-12%
O=C(C1CCCN(Cc2ccccc2[N+](=O)[O-])C1)N1CCCCC1 (stereo unspecified),-12%,38%,-17,-1%,-13%,-3%,4%,16%,2%
COc1ccccc1C(=O)NCCC(=O)Nc1ccc(S(=O)(=O)N2CCC(C)CC2)cc1,-8%,·,-2,·,-16%,1%,·,11%,-11%
Cc1ccc(SCc2cc(=O)[nH]c(N3CCCCC3)n2)cc1,-8%,1%,-5,0%,11%,0%,-7%,4%,-7%

# Entries of single compounds from above.
# Results for `Cc1ccccc1NC(=O)C(C)SCc1ccccc1` (stereo unspecified) → Pol kappa inh = 1%; Pol beta inh = 11%; LDHA inh = 0; BLM helicase inh = -4%; Pol iota inh = 40%[activator]; GRP78 ERSR act = -1%; Apoferritin bind = -8%; APEX1 inh = 31%; Pol eta inh = -9%
# Results for `COc1cc(C(C)=O)ccc1OC(=O)c1cc2cccc(OC)c2oc1=O` → Pol kappa inh = 8%; Pol beta inh = -9%; LDHA inh = -1; BLM helicase inh = -3%; Pol iota inh = 11%; GRP78 ERSR act = -2%; Apoferritin bind = -8%; APEX1 inh = 1%; Pol eta inh = ?

# Following part
SMILES,Pol kappa inh,Pol beta inh,LDHA inh,BLM helicase inh,Pol iota inh,GRP78 ERSR act,Apoferritin bind,APEX1 inh,Pol eta inh
N#CC(CO)(Cc1ccc(OC(F)F)cc1)c1nc2ccccc2[nH]1 (stereo unspecified),-7%,-6%,4,-8%,10%,1%,-3%,3%,-21%
CCN(CC)S(=O)(=O)c1ccc(N2CCOCC2)c(NC(=O)C2COc3ccccc3O2)c1 (stereo unspecified),-3%,0%,-5,-9%,139%[activator],-1%,-13%,-1%,-22%
O=C(Nc1ccccc1)c1ccc2c(c1)CCN2S(=O)(=O)c1ccccc1,-3%,11%,-11,-6%,4%,-3%,2%,22%,-9%
CC(C)N1CCOC1c1ccccc1 (stereo unspecified),-9%,·,-7,·,87%[activator],-2%,·,·,-2%
COC(=O)C(CCSC)NC(=O)c1cc2c(n(-c3ccc(OC)cc3)c1=O)CC(C)(C)CC2=O (stereo unspecified),-8%,-17%,-1,-4%,10%,-3%,-19%,·,-10%
CC(NCc1ccc(S(N)(=O)=O)cc1)C(=O)Nc1ccc([N+](=O)[O-])cc1Cl (stereo unspecified),0%,-3%,-10,-10%,0%,-4%,-12%,10%,2%
CSc1ccc(/C=N/Nc2cccc(C(=O)O)c2)cc1,7.9µM*,2µM*,-4,147%[activator],2.2µM*,-17%,-15%,2.2µM*,1.1µM*
COc1ccc(NS(=O)(=O)c2cc3c(cc2C)N(C(C)=O)CCO3)c(OC)c1,3%,-25%,0,0%,29%,-2%,-13%,10%,-14%
C=C[C@@]1(C)CC[C@H]2C(=CC[C@@H]3[C@]2(C)CCC[C@@]3(C)C(=O)O)C1,-3%[60.1 µM],·,·,-8%,·,1%,7%,-7%,·
CCOC(=O)c1c(C)c(C(=O)OCC)n(C)c1C,11%,35%,-1,-3%,16%,4%,-1%,15%,-21%
COC(=O)[C@]1(C)N[C@H](CN(C)C(=O)Nc2ccc(Cl)cc2)[C@@H]2C(=O)N(C)C(=O)[C@@H]21,-1%,·,-2,·,13%,-2%,·,-4%,-16%
CSc1nc2nccc(/C=C\c3ccccc3)n2n1,-2%,26%,-2,1%,-14%,3%,?,-3%,-6%
CN(C)/C=C/c1onc(-c2c(F)cccc2Cl)c1C#N,-11%,0%,4,-3%,-11%,7%,-18%,-5%,-1%
CC(=O)c1ccc(NC(=O)Nc2ncn(Cc3cccc(C)c3)n2)cc1,7%,-21%,-7,4%,16%,0%,2%,3%,-11%
N=c1c[n+](-c2ccc(Cl)cc2)[n-]o1,-9%,35%,4,1%,4%,-3%,?,3%,-10%
C=CCc1cc(C=O)cc(OC)c1OCc1ccc(C(=O)O)cc1,-7%,-1%,3,-2%,-24%,6%,-6%,-8%,?
COc1cccc(-c2nc(CS(=O)(=O)CC(=O)Nc3ccccc3C)c(C)o2)c1,-13%,1%,-7,-1%,38%[activator],-4%,-9%,-4%,-1%
Cc1ccc(C)c(NC(=O)Cn2c(=O)n(CC(=O)NCCc3ccccc3)c(=O)c3ccccc32)c1,?,-30%,-3,-6%,-30%,-2%,3%,·,-13%
Cc1nnsc1C(=O)N1CCCC(Nc2ccc(F)c(F)c2)C1 (stereo unspecified),-10%,?,-6,-2%,10%,14%,-11%,-12%,-17%
CCCn1cnc2c(c1=O)c1nc3ccccc3nc1n2CCC1=CCCCC1,·,34%,·,2%,·,·,-9%,-3%,·
CC(C)CC(=O)OC(C)(C)[C@@H]1Cc2c(ccc3ccc(=O)oc23)O1,-1%,·,3,·,17%,-2%,·,-10%,-28%
COc1ccccc1NC(=O)CCN1C(=O)c2ccccc2S1(=O)=O,5%,-3%,-1,2%,43%[activator],-2%,-8%,-7%,-14%
O=C(NC(Cc1c[nH]c2ccccc12)C(=O)O)c1ccccc1 (stereo unspecified),-1%,0%,0,-4%,26%,-2%,8%,-3%,-13%
CCc1cccc(NC(=O)Cc2ccc([N+](=O)[O-])cc2)c1,-12%,3%,-9,-3%,-6%,-5%,-12%,-5%,-8%
CCn1c(SCC(=O)N/N=C/C=C/c2ccco2)nnc1-c1ccc(OC)cc1,-10%,25µM*,-1,?,-10%,-2%,-14%,-1%,-6%

# Additional records
SMILES,Pol kappa inh,Pol beta inh,LDHA inh,BLM helicase inh,Pol iota inh,GRP78 ERSR act,Apoferritin bind,APEX1 inh,Pol eta inh
CC[C@]12c3[nH]c4ccccc4c3CCN1C(=O)C(CC(=O)NCc1ccc(OC)c(OC)c1)C[C@@H]2C(=O)N1CCN(C(=O)C2CC2)CC1 (stereo partly specified),6%,·,6,·,34%[activator],0%,·,38%,-14%
CNC(=O)/C(=C/c1ccc2c(c1)OCO2)NC(=O)c1ccc(Br)cc1,-5%,39%,9,3%,30%[activator],-3%,-13%,-2%,-3%
COc1ccc2nc(NC(=O)c3cc(=O)c4cc(C)c(C)cc4o3)sc2c1,-15%,-11%,-4,2%,30%[activator],-5%,1%,·,-12%
Cc1ccc(N2C(=O)S/C(=C/c3cn(C)c4ccccc34)C2=O)cc1,2%,1%,-4,-3%,41%[activator],-1%,-12%,3%,-16%
CCOc1ccc(N(Cc2cc3cc(C)ccc3[nH]c2=O)C(=O)COC)cc1,10%,11%,-1,-5%,16%,-5%,-10%,4%,-9%
COc1ccccc1C(=O)N/C(=C/c1ccco1)C(=O)Nc1cccc(C(=O)O)c1,45µM*,?,-1,2%,?,-1%,4%,20%[12.4 µM],20µM*

# Screens: PubChem BioAssay, National Center for Advancing Translational Sciences (NCATS)
